Mdm2 MdmX PPI = inhibitors of human Mdm2/MdmX interaction; inhibition, % at 8 µM; SaOS-2 split-luciferase Mdm2/MdmX complementation, luminescence; AID 485346; O15151+Q00987; 330,000 tested, 3% active;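 active = inhibition of at least 50% at 8 µM in the primary screen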
Target sequence (O15151 whole entry, looked up): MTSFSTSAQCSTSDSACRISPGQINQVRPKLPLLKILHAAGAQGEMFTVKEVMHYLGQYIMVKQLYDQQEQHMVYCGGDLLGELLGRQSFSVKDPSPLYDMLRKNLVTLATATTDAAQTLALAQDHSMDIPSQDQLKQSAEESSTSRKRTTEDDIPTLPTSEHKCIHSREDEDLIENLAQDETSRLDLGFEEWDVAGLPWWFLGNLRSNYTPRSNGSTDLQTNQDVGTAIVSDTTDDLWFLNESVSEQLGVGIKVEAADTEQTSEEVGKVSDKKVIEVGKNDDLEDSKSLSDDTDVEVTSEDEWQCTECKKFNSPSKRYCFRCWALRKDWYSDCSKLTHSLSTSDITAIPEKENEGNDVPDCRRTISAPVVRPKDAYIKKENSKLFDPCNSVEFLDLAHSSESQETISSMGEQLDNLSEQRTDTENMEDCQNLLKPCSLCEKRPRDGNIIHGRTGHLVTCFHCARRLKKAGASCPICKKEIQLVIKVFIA
Target sequence (Q00987 whole entry, looked up): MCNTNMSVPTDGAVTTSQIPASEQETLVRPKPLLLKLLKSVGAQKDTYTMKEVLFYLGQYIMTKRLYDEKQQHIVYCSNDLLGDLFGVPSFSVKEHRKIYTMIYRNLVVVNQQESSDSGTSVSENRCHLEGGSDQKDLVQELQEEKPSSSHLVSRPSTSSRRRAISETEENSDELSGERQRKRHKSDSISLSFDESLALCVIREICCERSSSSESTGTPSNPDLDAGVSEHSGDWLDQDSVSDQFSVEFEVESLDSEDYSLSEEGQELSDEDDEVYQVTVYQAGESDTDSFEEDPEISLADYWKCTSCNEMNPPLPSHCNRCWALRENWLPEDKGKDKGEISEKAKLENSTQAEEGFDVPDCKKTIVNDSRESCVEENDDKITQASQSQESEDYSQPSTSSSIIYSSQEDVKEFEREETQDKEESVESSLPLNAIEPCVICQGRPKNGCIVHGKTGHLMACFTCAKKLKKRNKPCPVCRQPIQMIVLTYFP
UPR CHOP act = activators of apoptotic arm of unfolded protein response (CHOP). CHO-CHOP luciferase reporter, UPR activation, luminescence; percent of tunicamycin response over DMSO baseline. activation, % at 10 µM. 330,000 tested, 0.34% active. AID 449763;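 active = at 10 µM dose, activation of 40% or more, normalized to positive control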;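 also: 100% = tunicamycin at 10 µg/mL and 0% = DMSO alone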
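System: CHO CHOP reporter cells. Amount: 500 cells per well. Buffer or medium: F12 medium, 10% FBS. Compound dosing: one dose, 10 µM in 0.5% DMSO. Incubation: 6 h compound exposure at 37 °C after overnight seeding. Technique: Steady-Glo luciferase luminescence. Benchmarks: tunicamycin and DMSO controls.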
TIM10 inh = inhibits growth of TIM10 yeast strain. inhibition, % at 10 µM. 330,000 tested, 1.4% active. S. cerevisiae TIM10 strain growth, BacTiter-Glo luminescence, 24 h. AID 463195;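 active = inhibition of 40% or more at the single tested concentration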;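 also: wild-type TIM10 isogenic control strain grown at permissive 25 °C; 0% = DMSO yeast wells and 100% = minimal medium wells without yeast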
XBP1 UPR activ = activators of adaptive arm of unfolded protein response (XBP1); CHO-XBP1 luciferase reporter, IRE1-XBP1 UPR activation, luminescence; percent of tunicamycin response, DMSO as zero; activation, % at 20 µM; 330,000 tested, 0.33% active; AID 463104;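 active = versus positive control, 20 µM dose yields 30% or more activation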;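 also: 100% = tunicamycin at 10 µg/mL and 0% = DMSO only wells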
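Material: CHO-XBP1 cells stably carrying IRE1-XBP1-driven luciferase reporter / Amount: 1000 cells per well / Compound: 20 µM, 1% DMSO / Times: 6 h treatment, 37 °C / Detection: luciferase luminescence / Measure: % activation of reporter signal versus tunicamycin and DMSO controls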
tim23-1 inh = inhibits growth of tim23-1 mutant yeast; S. cerevisiae tim23-1 growth, BacTiter-Glo luminescence, 24 h; AID 463212; 330,000 tested, 1.3% active; inhibition, % at 20 µM;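 active = growth inhibition of the mutant yeast at or above 50%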;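 also: temperature-sensitive mutant grown at 25 °C; plate controls were DMSO-treated mutant yeast for no effect and medium wells lacking yeast for full effect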
APJ ag = activates the human apelin receptor APJ | AID 2520 | activation, % at 20 µM | 330,000 tested, 0.11% active | CHO-K1 APJ PathHunter beta-arrestin, luminescence; 0% DMSO wells, 100% apelin;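 active = activation more than six SD over the plate average, tested at 20 µM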;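 also: 0% = DMSO alone and 100% = apelin-13 at 10 nM; some results filed as inactive read as strong as hits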
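Material: engineered CHO-K1 APJ arrestin reporter cells; amount: 1000 CHO-K1 reporter cells seeded per well; incubation: compound stimulation 90 min at 25 °C, detection 60 min; signal: luminescent beta-gal fragment complementation, chemiluminescent substrate; read-out basis: APJ agonist activity; controls: DMSO-only wells as negative, 10 nM Apelin-13 as positive control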
NALP3 yeast inh = NALP3 inhibition in yeast; 330,000 tested, 0.39% active; AID 2825; Yeast reconstituted NLRP3/ASC/caspase-1, beta-gal luminescence, 24 h; inhibition, % at 10 µM;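 active = inhibition of 50% or more; inactive = inhibition below 50%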;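 also: plate controls were induced DMSO wells for no effect and uninduced yeast grown without galactose for full effect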
GRIN3A LBD mod = modulators (binders) of human NR3A ligand-binding domain | NR3A LBD differential scanning fluorimetry, Tm shift; 0% = protein alone, 100% = glycine-bound protein | Tm shift relative to glycine control, % at 25 µM | AID 1259313 | 340,000 tested, 2.5% active;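 active = melting temperature shift of at least 10% of the positive control shift, at one fixed dose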
tim10-1 inh = tim10-1 yeast growth inhibition. AID 463190. S. cerevisiae tim10-1 ts strain growth, BacTiter-Glo, 24 h. 330,000 tested, 2.2% active. inhibition, % at 20 µM;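 active = inhibition of at least 40%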;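 also: mutant grown at 25 °C; 0% = DMSO wells with yeast and 100% = wells holding no yeast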
An asterisk follows results filed as active; . = not tested or not shown. Rows were taken by chance. About 8.2% of those tested had a hit in this group.

entry	SMILES	Mdm2 MdmX PPI	UPR CHOP act	TIM10 inh	XBP1 UPR activ	tim23-1 inh	APJ ag	NALP3 yeast inh	GRIN3A LBD mod	tim10-1 inh
1	CC(C)n1c(O)c(N=NC(=O)c2ccccc2NS(=O)(=O)c2cccs2)c2ccccc21	-26	1.3	4	3	8	-6	15	0	16
2	COc1ccc(OCC(O)CNS(=O)(=O)c2ccc(NC(C)=O)cc2)cc1 (stereo not given)	-5	2.0	10	-1	1	-1	8	4	-4
3	CCCCOc1ccc(C(=O)NCC(=O)NCC(c2ccc(OC)cc2)N2CCOCC2)cc1 (stereo not given)	-4	-1.1	10	-3	3	-3	12	0	28
4	CC1OC(OC2C(Oc3c(-c4ccc(O)cc4)oc4cc(O)cc(O)c4c3=O)OC(COC3O[C@@H](C)[C@H](O)[C@@H](O)C3O)C(O)C2O)C(O)C(O)C1O (stereo not given in full)	0	-2.4	-11	-2	-10	-3	-7	1	0
5	Cc1nnc(NC(=O)c2ccc(S(=O)(=O)N3CCCCCC3)cc2)o1	23	0.0	7	-1	11	0	10	0	15
6	CC(=O)Oc1ccc2c(c1)O/C(=C\c1ccncc1)C2=O	27	0.9	1	1	0	-1	17	-1	-19
7	CCC1CCCCN1CCCNC(=O)c1cc2c(Cl)nc3ccccc3c2s1 (stereo not given)	59*	3.5	16	9	18	0	13	-1	33
8	COC(=O)[C@]1(C)N[C@H](c2ccc(SC3CCCCC3)cc2)[C@@H]2C(=O)N(C)C(=O)[C@@H]21	-12	-0.5	20	-1	22	1	13	-1	22
9	CNC(=O)CSc1nc2sccc2c(=O)n1-c1ccccc1	0	-0.2	7	-4	-10	-1	14	0	0
10	CCCOC(=O)Nc1ccc(S(=O)(=O)Nc2ncccn2)cc1	5	0.4	-12	2	7	-4	-5	-3	-7
11	O=C(O)/C=C/C(=O)NCCC1=CCCCC1	3	-2.4	-4	3	4	1	1	0	0
12	O=C(CN1CCOCC1)Nc1cccc(C(=O)Nc2cccc(C(F)(F)F)c2)c1	6	0.1	-4	-1	2	-4	10	-4	24
13	CCCOc1ncnc2c1[nH]c1ccc(OC)cc12	-87	4.6	9	2	6	-1	32	-1	4
14	NC(=O)COC(=O)CN1C(=O)C2CCCCC2C1=O (stereo not given)	-28	1.9	8	-2	9	0	-24	1	3
15	Cc1cc(=O)[nH]c2c1c(C)nn2C(C)(C)C	-6	1.1	-15	2	1	-1	11	-2	-17
16	Cc1ccc(-n2c(C)cc(/C=N/NC(N)=S)c2C)cc1	21	7.7	19	17	37	-4	20	-2	17
17	O=C(Cc1ccccc1)NC(NC(=S)Nc1cc(Cl)ccc1Cl)C(Cl)(Cl)Cl (stereo not given)	8	8.0	-12	-1	-28	-5	13	16*	5
18	COC(=O)c1[nH]c2c(c1C)C(=O)CC(c1ccc(OC)c(OC)c1)C2 (stereo not given)	8	0.1	8	2	32	-5	9	1	24
19	Cc1ccc(NC(=O)COC(=O)c2ccccc2-c2nc3ccccc3s2)c(C)c1	-21	-0.7	9	0	15	-1	10	-12	39
20	COc1ccc(C2C(C(=O)NCCN(C)C)c3cc(OC)c(OC)cc3C(=O)N2C)cc1OC (stereo not given)	-3	-2.0	11	-1	8	-2	4	2	14
21	COc1ccc(Nc2ncccc2C(=O)O)cc1	-3	3.1	-10	-1	4	1	2	2	10
22	CCOC(=O)N1CCN(C(=O)c2ccc3c(=O)n(-c4cc(OC)ccc4OC)c(=S)[nH]c3c2)CC1	-17	1.7	10	1	-6	-2	5	-2	7
23	O=S(=O)(c1ccc(Cl)cc1)N1CCN(c2ccc(N3CCOCC3)nn2)CC1	-8	0.3	2	-2	-2	-3	5	0	15
24	CCN(CC)C(=O)C1CCN(c2ncnc3c2cnn3-c2ccc(C)cc2C)CC1	6	3.2	14	-3	32	-3	27	-1	21
25	COC(=O)c1cc(=O)n(Cc2ccccc2)c(=NCc2ccccc2)s1	45	0.7	-14	0	12	-1	-1	.	8
26	COc1ccc(Cl)cc1Nc1nc(C)cc(=O)[nH]1	-19	-0.2	9	-2	14	0	3	-3	31
27	CCOC(=O)CSc1nc2cc(C(=O)NCc3ccco3)ccc2c(=O)n1C1CCCCC1	-37	1.5	17	-1	6	-1	2	-6	10
28	CCOC(=O)c1cn(-c2ccccc2)nc1-c1cccnc1	-28	-2.6	16	1	-22	-1	26	2	40
29	COc1ccccc1Cn1c(=S)[nH]c2cc(C(=O)NC(C)C)ccc2c1=O	48	0.8	-31	-5	-17	-2	20	3	-38
30	NC(=O)c1c(NC(=O)CSc2nc(N)cc(=O)[nH]2)sc2c1CCCC2	21	1.5	9	1	-12	-4	18	-2	-6

Compounds listed so far that contain a Cl atom:
entry	SMILES	Mdm2 MdmX PPI	UPR CHOP act	TIM10 inh	XBP1 UPR activ	tim23-1 inh	APJ ag	NALP3 yeast inh	GRIN3A LBD mod	tim10-1 inh
7	CCC1CCCCN1CCCNC(=O)c1cc2c(Cl)nc3ccccc3c2s1 (stereo not given)	59*	3.5	16	9	18	0	13	-1	33
17	O=C(Cc1ccccc1)NC(NC(=S)Nc1cc(Cl)ccc1Cl)C(Cl)(Cl)Cl (stereo not given)	8	8.0	-12	-1	-28	-5	13	16*	5
23	O=S(=O)(c1ccc(Cl)cc1)N1CCN(c2ccc(N3CCOCC3)nn2)CC1	-8	0.3	2	-2	-2	-3	5	0	15
26	COc1ccc(Cl)cc1Nc1nc(C)cc(=O)[nH]1	-19	-0.2	9	-2	14	0	3	-3	31

Additional results.
entry	SMILES	Mdm2 MdmX PPI	UPR CHOP act	TIM10 inh	XBP1 UPR activ	tim23-1 inh	APJ ag	NALP3 yeast inh	GRIN3A LBD mod	tim10-1 inh
31	CC1CCCC(NC(=O)COC(=O)c2ccc3c(c2)OCCO3)C1C (stereo not given)	-13	3.6	15	-3	34	3	9	2	1
32	Cc1ccc(OCC(=O)NCCS(=O)(=O)N2CCN(c3ccccc3)CC2)cc1	23	0.0	-6	-1	10	-5	30	-1	-2
33	C=CCC1(CC=C)CCCN1C(=O)C1CCC(=O)N(CCc2ccc(Cl)cc2)C1 (stereo not given)	19	2.1	4	-6	33	-7	14	3	38
34	CCN(C(=O)COn1nnc2ccc(S(=O)(=O)N(C)C)cc21)C1CCS(=O)(=O)C1 (stereo not given)	-16	2.6	10	2	5	-2	19	-2	-6
35	Nc1cc(=O)nc(SCC(=O)NC2CCCCC2)n1-c1ccccc1	-10	1.5	-7	1	1	2	-2	1	4
36	NSc1nc(N)c2nc(-c3ccccc3)c(-c3ccccc3)nc2n1	7	12	14	4	3	-3	6	-3	23
37	COc1ccc(C(=O)NC2CCN(CC(=O)NCc3ccccc3F)CC2)cc1	5	0.1	1	1	-10	-3	10	0	-5
38	CCOC(=O)CSc1nc2cc3c(cc2cc1CC)OCCO3	9	-0.6	23	1	12	4	26	1	32
39	CN(c1ccc(OCC(=O)Nc2nc3ccccc3s2)cc1)S(=O)(=O)c1ccccc1	31	-2.6	10	2	-2	-1	-7	-1	0
40	O=C(CSc1ccc(-c2cccnc2)nn1)N1CCCCCC1	2	1.7	1	1	6	-1	9	-1	8
41	CCOC(=O)CNc1c(N2CCN(c3ccccn3)CC2)c(=O)c1=O	21	-3.4	-12	-1	-8	-2	2	0	-6
42	COc1cccc(NC(=O)CSc2nnc(-c3ccoc3C)n2-c2ccccc2)c1	18	-1.4	39	-2	10	-5	-5	1	28
43	CC(=O)Nc1ccc(NC(=O)CSc2nc3ccccc3nc2N2CCCCC2)cc1	30	2.1	24	2	19	-2	19	-1	6
44	CCOC(=O)COc1ccc(C(=O)Nc2cccc(Cl)c2C)cc1	-2	-0.7	-10	1	20	-1	3	2	8
45	COc1cc(/C=N\Nc2cc(=O)n(C)c(=O)n2C)ccc1O	22	-1.7	-10	0	7	-2	1	-1	12
46	Cc1cc(C(=O)OCC(=O)NC2CCS(=O)(=O)C2)c2ccccc2n1 (stereo not given)	16	3.0	-9	-2	0	-2	-9	-1	8
47	CCc1cc(C(=O)c2ccc(OC)cc2)c(NC(=O)CN2CCCCC2)s1	35	2.4	5	-4	26	-2	23	0	8
48	CN(C(=O)c1cccc(S(=O)(=O)N2CCOCC2)c1)c1c(N)n(Cc2ccccc2)c(=O)[nH]c1=O	17	-0.4	18	1	5	-4	5	0	0
49	Cc1ccc(CN(C)C(=O)CCNS(=O)(=O)c2ccccc2)o1	3	-0.7	-1	-2	0	2	1	0	6
50	CSCCC(NC(=O)COc1ccccc1)C(=O)N1CC(C)CC(C)C1 (stereo not given)	22	-2.6	13	-2	31	-5	18	0	20
51	CC(Oc1ccc(F)cc1)C(=O)N1CCN(c2ncccn2)CC1 (stereo not given)	-8	1.9	-4	-3	16	8	3	6	10
52	COc1ccc2c(c1)CC[C@@H]1[C@@H]2CC[C@]2(C)[C@@H](C(C)=O)C[C@@H]12	-21	-1.7	8	0	27	-3	17	0	17
53	CCn1cnc2sc(C(=O)N(Cc3ccc(N(C)C)cc3)Cc3ccco3)c(C)c2c1=O	8	1.5	20	6	17	1	10	-2	29
54	Cc1nn(C)cc1/C=C(/C#N)C(N)=O	2	1.7	-9	1	5	-1	-4	2	6
55	CC1CC(C)CN(C(=O)C2CC(=O)N(c3ccc4c(c3)OCCO4)C2)C1 (stereo not given)	0	0.2	3	-2	13	2	2	-2	28
56	O=C(NCCCCCNC(=O)c1ccccn1)c1ccccn1	10	0.3	-2	-3	1	-1	1	-1	-13
57	CC12CCC(C(=O)Nc3ccccc3Br)(C/C1=N\O)C2(C)C (stereo not given)	7	-1.5	7	-3	12	-2	29	0	9

Some of these compounds in order of SMILES length, high to low.
entry	SMILES	Mdm2 MdmX PPI	UPR CHOP act	TIM10 inh	XBP1 UPR activ	tim23-1 inh	APJ ag	NALP3 yeast inh	GRIN3A LBD mod	tim10-1 inh
34	CCN(C(=O)COn1nnc2ccc(S(=O)(=O)N(C)C)cc21)C1CCS(=O)(=O)C1 (stereo not given)	-16	2.6	10	2	5	-2	19	-2	-6
53	CCn1cnc2sc(C(=O)N(Cc3ccc(N(C)C)cc3)Cc3ccco3)c(C)c2c1=O	8	1.5	20	6	17	1	10	-2	29
35	Nc1cc(=O)nc(SCC(=O)NC2CCCCC2)n1-c1ccccc1	-10	1.5	-7	1	1	2	-2	1	4
45	COc1cc(/C=N\Nc2cc(=O)n(C)c(=O)n2C)ccc1O	22	-1.7	-10	0	7	-2	1	-1	12
